PPARg SRC-3 ag: PPARgamma-driven SRC-3 recruitment agonism | P37231 | biochemical PPARgamma/SRC-3 coactivator recruitment assay | activation, % at 8 µM | hit rate 0.26% among 200,000 | AID 731; in the data active = activation above about 23%;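 also: 0% = DMSO and 100% = reference agonist; some compounds past the cut are filed as inactive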
Target sequence (P37231 whole entry, looked up): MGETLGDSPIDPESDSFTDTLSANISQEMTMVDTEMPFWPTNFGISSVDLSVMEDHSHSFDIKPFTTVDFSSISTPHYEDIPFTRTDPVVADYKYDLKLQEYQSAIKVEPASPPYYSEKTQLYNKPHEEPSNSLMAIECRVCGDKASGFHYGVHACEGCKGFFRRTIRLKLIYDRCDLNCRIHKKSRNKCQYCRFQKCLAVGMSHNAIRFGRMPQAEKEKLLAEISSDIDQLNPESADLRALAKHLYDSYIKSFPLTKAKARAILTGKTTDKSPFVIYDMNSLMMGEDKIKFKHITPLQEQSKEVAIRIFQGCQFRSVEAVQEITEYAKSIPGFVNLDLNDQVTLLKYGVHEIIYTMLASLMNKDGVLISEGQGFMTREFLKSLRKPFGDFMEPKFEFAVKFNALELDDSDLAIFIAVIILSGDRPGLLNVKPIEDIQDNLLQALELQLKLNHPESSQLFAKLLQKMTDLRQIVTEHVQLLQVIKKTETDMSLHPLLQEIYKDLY
ROMK primary: modulates human ROMK potassium channel activity. Tet-inducible ROMK, thallium flux fluorescence; actives lie on both sides. B-score at 10 µM. hit rate 2% among 130,000;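 active = signal ratio slope over the read window, or its plate-corrected B-score, at least 3 SD from the plate mean, either direction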;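 also: B-score of the F/F0 ratio slope over 7 to 12 s after thallium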
Target sequence (P48048 whole entry, looked up): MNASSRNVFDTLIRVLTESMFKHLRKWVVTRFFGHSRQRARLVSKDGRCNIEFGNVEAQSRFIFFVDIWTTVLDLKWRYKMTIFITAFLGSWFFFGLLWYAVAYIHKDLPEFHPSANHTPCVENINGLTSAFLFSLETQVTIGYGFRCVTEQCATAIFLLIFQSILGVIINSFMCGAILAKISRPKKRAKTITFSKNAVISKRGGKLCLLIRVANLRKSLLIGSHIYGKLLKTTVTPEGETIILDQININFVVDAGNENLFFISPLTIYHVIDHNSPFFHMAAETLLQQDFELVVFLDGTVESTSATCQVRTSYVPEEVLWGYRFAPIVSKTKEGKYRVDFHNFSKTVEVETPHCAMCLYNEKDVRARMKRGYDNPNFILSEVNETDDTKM
S1P3 antag: antagonists of human S1P3 receptor; inhibition, % at 4.98 µM; AID 485; hit rate 0.27% among 170,000; CHO S1P3 NFAT-BLA reporter, FRET fluorescence, antagonist mode; Q99500;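 active = inhibition above the plate cutoff, the mean inhibition of test wells on that plate plus 3 SD, cut at about 28% in these data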;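 also: cells challenged with S1P at its EC80 of 0.8 µM; blue over green emission ratio from cleaved BLA substrate after 4 h stimulation; 0% = S1P-stimulated wells and 100% = unstimulated DMSO-only wells; some compounds past the cut are filed as inactive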
bIAP inh: intestinal alkaline phosphatase (bovine) inhibition; purified bovine IAP, CDP-star luminescence, 30 min; inhibition, % at 20 µM; 190,000 tested, under 10 active;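 active = over 50% inhibition of intestinal alkaline phosphatase at 20 µM in the single-dose screen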
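Incubation: 30 min reaction at room temperature / Material: purified bovine intestinal alkaline phosphatase (IAP) enzyme / Input: enzyme at 1/65,000,000 dilution / Dosing: 20 µM single dose / Signal: CDP-star luminescence signal / Reagent: CDP-star chemiluminescent phosphatase substrate, 30 µM final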
PPARg SRC2 recr: agonists of SRC-2 recruitment by human PPARgamma; activation, % at 8 µM; hit rate 0.34% among 200,000; AID 1032; PPARgamma LBD-SRC-2 recruitment, biochemical; P37231; in the data active = activation above about 22%;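 also: 0% = vehicle and 100% = reference agonist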
Redox H2O2 prof: compounds producing H2O2 with reducing agent – biochemical, NIH compound library profiling, artefact control for MLSCN library redox annotation, primary screen. hit rate 0.03% among 200,000. DTT-dependent redox cycling H2O2, phenol red/HRP absorbance; 100% = 100 µM peroxide control, 0% = buffer. activation, % at 10 µM;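 active = activation of at least 50% relative to the plate's high and low controls in the primary single-dose screen; inactive = activation below 50%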;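 also: compound incubated with DTT at 0.8 mM final as the reducing agent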
PPARg SRC-1 ag: promotes SRC-1 coactivator recruitment by human PPARgamma. P37231. activation, % at 8 µM. hit rate 0.41% among 200,000. PPARgamma-SRC-1 coactivator recruitment biochemical assay; in the data active = activation above about 19%;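 also: 0% = DMSO and 100% = reference agonist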
SRC2 TRFRET art: flags TR-FRET format artefacts in PPARgamma SRC-2 recruitment agonist screen; TR-FRET artefact counter-screen; stronger effect = higher value; TR-FRET ratio at 8 µM; hit rate 0.4% among 200,000; AID 1049; in the data active = TR-FRET ratio above about 2000; also: inactives centre near 1500; reference of the scale not given here
bIAP act: intestinal alkaline phosphatase (bovine) activation; purified bovine IAP, CDP-star luminescence, 30 min; stronger effect = higher value; fold of DMSO-control signal, blank-subtracted; activation factor at 20 µM; hit rate 0.17% among 200,000; AID 1016;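 active = activation factor of 2 or more at 20 µM, a signal rise over negative controls twice the positive control's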
TLR4-MyD88 BLA: inhibitors of human TLR4-MyD88 binding | O00206+Q99836 | HeLa CL3-4 TLR4/MyD88 BLA complementation, FRET ratio | inhibition, % at 8.4 µM | hit rate 0.18% among 200,000; in the data active = inhibition above about 25%;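 also: 0% = vehicle and 100% = reference inhibitor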
L major viab: Leishmania major promastigote growth inhibition | Leishmania major promastigotes, resazurin fluorescence viability | inhibition, % at 10 µM | hit rate 9% among 200,000 | AID 1063; in the data active = inhibition above about 50%;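 also: promastigotes grown with compound for 44 hours at 28 °C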
* = called active by the depositor; / = no result given.

SMILES	PPARg SRC-3 ag	ROMK primary	S1P3 antag	bIAP inh	PPARg SRC2 recr	Redox H2O2 prof	PPARg SRC-1 ag	SRC2 TRFRET art	bIAP act	TLR4-MyD88 BLA	L major viab
O=C(Nc1cc(C(F)(F)F)ccc1N1CCOCC1)C1Cc2ccccc2CN1C(=O)c1ccco1 (stereo not drawn)	-8.1	-1.65	-12.9	4.2	-4.0	1.6	-2.1	1458	1	8.2	49.1
OCCC1CN(Cc2cnc(-c3ccccc3)s2)CCN1C1CCCC1 (stereo not drawn)	-4.4	0.366	-5.1	-12.5	0.7	-1.2	6.0	1604	1.1	-7.6	79.9*
COc1ccc2cc(C(=O)C3CCCN(C(=O)CSc4nnc(C)o4)C3)ccc2c1 (stereo not drawn)	4.3	-0.136	-11.3	-3.1	1.3	-0.9	-0.2	1405	1	2.7	5.4
CCOC(=O)CC(=O)CSc1nc2nc(C)cc(C)n2n1	-8.3	/	-9.8	4.0	0.4	-0.5	1.4	1567	1	-2.6	-6.4
O=[N+]([O-])c1ccc(Cl)c(/C=N/N2CCN(Cc3ccccc3Cl)CC2)c1	14.5	0.516	/	13.1	7.2	-5.9	1.0	1502	0.9	-5.0	1.9
O=C(Nc1ccc(NC(=O)c2ccco2)cc1)c1ccc2c(c1)OCCO2	0.6	/	-12.1	-10.7	3.0	0.4	-3.6	1458	1.1	-5.9	-4.2
CN=C(Nc1ccccc1OC)SC1CC(=O)N(c2ccc(C(=O)OC)cc2)C1=O (stereo not drawn)	1.7	/	/	-11.6	10.8	-1.5	6.1	1851	1.1	-7.0	10.2
Cc1onc(-c2ccccc2)c1C(=O)Nc1sc2c(c1C#N)CCC2	0.6	/	9.0	6.2	6.3	0.4	5.2	1480	0.9	-8.3	-1.3
COc1cc(C(=O)Nc2nc(C)c(Cc3ccc4c(c3)OCO4)s2)cc(OC)c1OC	3.1	2.6*	4.3	3.9	12.5	-0.3	1.7	1496	1	2.3	18.4
N#Cc1c(Cl)nc(SCc2ccccc2)nc1-c1ccccc1	70.0*	/	/	-4.1	67.1*	2.7	59.4*	2883*	1	4.4	-8.0

Quoted from above (three entries):
SMILES	PPARg SRC-3 ag	ROMK primary	S1P3 antag	bIAP inh	PPARg SRC2 recr	Redox H2O2 prof	PPARg SRC-1 ag	SRC2 TRFRET art	bIAP act	TLR4-MyD88 BLA	L major viab
Cc1onc(-c2ccccc2)c1C(=O)Nc1sc2c(c1C#N)CCC2	0.6	/	9.0	6.2	6.3	0.4	5.2	1480	0.9	-8.3	-1.3
COc1cc(C(=O)Nc2nc(C)c(Cc3ccc4c(c3)OCO4)s2)cc(OC)c1OC	3.1	2.6*	4.3	3.9	12.5	-0.3	1.7	1496	1	2.3	18.4
N#Cc1c(Cl)nc(SCc2ccccc2)nc1-c1ccccc1	70.0*	/	/	-4.1	67.1*	2.7	59.4*	2883*	1	4.4	-8.0

The listing continues.
SMILES	PPARg SRC-3 ag	ROMK primary	S1P3 antag	bIAP inh	PPARg SRC2 recr	Redox H2O2 prof	PPARg SRC-1 ag	SRC2 TRFRET art	bIAP act	TLR4-MyD88 BLA	L major viab
CN(C)S(=O)(=O)c1ccc(NC(=O)Cc2ccc(S(=O)(=O)N3CCOCC3)s2)cc1	9.7	0.582	-9.4	-2.3	7.3	-1.4	11.5	1713	1	-4.4	-2.9
COCCNC(=S)Nc1ccc(Cl)c(Cl)c1	-0.7	0.351	11.9	6.5	1.4	-0.3	3.8	1542	0.9	8.9	7.3
CC(C)=CCCC(C)NC(=O)NC1CCCCC1 (stereo not drawn)	-8.8	/	9.5	5.6	0.4	0.1	2.8	1731	0.9	6.4	2.0
O=C(Nc1ccc(Cl)cc1)/C(=C/c1ccc([N+](=O)[O-])cc1)c1nc2ccccc2s1	-0.9	0.0291	-9.7	1.2	0.4	-0.6	2.0	1434	1	-6.4	100.5*
Cc1csc(N)n1	0.6	/	9.2	12.5	7.0	-0.4	5.9	1546	0.9	-4.3	-8.1
Cc1cnc(NC(=O)CSc2nnc(C)s2)s1	4.7	/	/	9.5	11.2	-0.6	3.3	1428	0.9	-3.2	2.0
COC(=O)Cc1ccc(N(Cc2ccccc2F)S(=O)(=O)c2ccc(Br)cc2)cc1	-8.6	-0.553	7.8	-4.4	-3.5	0.9	-4.2	1365	1	-2.3	2.5
Cn1cnc([N+](=O)[O-])c1S(=O)(=O)c1ccc(Cl)cc1	2.4	-4.81*	-1.3	-7.5	-1.9	-0.4	-3.5	1554	1.1	1.4	26.8
CCOc1ccccc1/C=C(/NC(=O)c1ccccc1)C(=O)N(CC)CC	10.2	0.497	-16.5	-4.2	4.7	-0.3	0.3	1559	1	-2.9	6.5
Cc1oc2ccc(OC(=O)c3cccs3)cc2c1C(=O)OC(C)C	0.7	0.769	1.4	-5.7	1.3	0.9	1.1	1591	1.1	-5.0	-3.5
C/C(=N\NC(=S)NCc1ccccc1)c1cccc(Br)c1	1.0	0.321	9.9	8.7	2.8	-0.3	6.0	1488	0.9	-14.7	-2.0
CCOC(=O)c1ccc(Nc2nnc(C(C)(C)C)c(=O)[nH]2)cc1	10.7	0.278	/	3.4	18.3	0.1	6.3	1580	1	1.1	-1.6
COc1ccc(C(C[N+](=O)[O-])c2c(C)cc3ccccn23)cc1 (stereo not drawn)	7.7	0.595	-9.0	-17.0	-2.2	-0.1	3.6	1541	1.2	-7.9	98.6*
O=C(Cn1[nH]c(=O)c2ccccc2c1=O)OCC(=O)N(Cc1ccccc1)Cc1ccccc1	-0.9	-1.38	/	15.4	1.3	-0.8	4.6	1590	0.8	-2.8	-7.7
CNc1ccc2nnc(C(F)(F)C(F)(F)C(F)(F)F)n2n1	1.3	0.442	-0.4	-2.1	7.7	0.2	-0.5	1428	1	3.2	-7.3
O=c1[nH]c(CS(=O)(=O)c2ccccc2)nc2ccccc12	-7.8	0.332	4.3	22.2	-6.2	2.6	2.7	1402	0.8	5.4	-10.1
CCOC(=O)/C(C#N)=C1\CC2CCC1(C)C2(C)C (stereo not drawn)	5.5	-0.416	-7.6	9.2	2.5	-0.9	-4.2	1571	0.9	-4.7	-3.4
FC(F)(F)c1cccc(CN2CCC(c3cc(-c4cccs4)n[nH]3)CC2)c1	8.0	1.93	3.7	17.0	3.9	-1.0	-0.5	1703	0.8	0.0	13.4
COc1ccc(Cc2nnc(NS(C)(=O)=O)s2)cc1	-5.4	-0.384	/	1.1	-1.0	0.1	-3.0	1410	1	7.4	-4.3
O=C(COC(=O)C1CC1)c1c[nH]c2ccccc12	15.1	/	9.0	9.0	12.5	1.0	0.1	1556	0.9	-1.6	-3.8
O=C(CSCc1ccco1)c1ccc(Cl)s1	1.2	/	4.7	12.9	17.1	-3.0	2.7	1709	0.9	-4.3	-5.6
O=C(NC(=S)Nc1nc(-c2ccccc2)cs1)c1cccnc1	9.4	-0.0129	-5.3	25.7	5.3	-0.2	-3.8	1601	0.7	4.5	-0.2
Cc1cc(C)n2c(SCc3c(C)noc3C)nnc2n1	4.0	0.2	-7.2	17.6	9.5	0.2	2.0	1650	0.8	6.5	-5.2
Cc1cc(C)c(NC(=O)COC(=O)Cc2ccsc2)c(C)c1	4.0	-0.854	-21.8	1.5	0.0	-0.4	5.0	1577	1	6.5	-4.6
O=C(NCc1cccs1)N[C@@H](Cc1ccccc1)C(=O)O	3.0	/	-18.3	14.1	7.1	-2.8	5.9	1501	0.9	-5.1	-0.8
O=C(CCN1CCCCC1)NCNC(=O)CCN1CCCCC1	9.3	/	33.5	6.1	5.5	0.1	5.8	1634	0.9	2.2	-0.2
COc1ccc2[nH]c(=O)c(CNc3ccc(C)c(C)c3)cc2c1	-7.1	/	/	10.0	2.6	-3.9	1.8	1513	0.9	-4.1	98.6*
CC(=O)Nc1ccccc1OCc1nnc(-c2cccs2)o1	-3.4	/	/	4.4	-5.5	2.0	-10.4	1266	1	4.0	-4.0
CCN(CC)CC(C)OC(=O)c1ccccc1Cl (stereo not drawn)	7.3	0.208	-9.0	11.7	4.7	-1.7	3.1	1644	0.9	-3.6	-2.7
O=C(c1cc(-c2cccs2)on1)N1CCCc2ccccc21	2.4	/	-8.9	47.9	3.3	-1.1	5.9	1629	0.5	3.9	-9.8
COc1ccc(N(C)S(=O)(=O)c2cccc(C(=O)Nc3ccc4c(c3)OCCO4)c2)cc1	0.5	-0.529	-6.7	-0.6	7.4	-1.4	4.2	1728	1	-14.9	5.3
O=C(CCSCc1ccc(Cl)cc1)NCCc1ccccc1	5.1	0.384	-19.6	12.5	12.0	-0.5	6.4	1633	0.9	6.7	-3.4
Cc1ccc(S(=O)(=O)NC(Cc2c[nH]c3ccccc23)C(=O)O)cc1 (stereo not drawn)	10.2	/	/	/	5.5	1.7	6.9	1673	/	-6.4	-6.0
CCOC(=O)c1cccc(NS(=O)(=O)c2c(C)[nH]c(=O)[nH]c2=O)c1	10.9	0.133	-35.1	-1.4	5.8	-0.3	0.0	1651	1	-2.7	-6.1
CC(c1nc2ccccc2o1)N1C(=O)c2ccccc2C1=O (stereo not drawn)	6.5	-0.00029	/	16.0	-0.4	0.9	-5.3	1504	0.8	7.5	-7.5
CCOC(=O)c1c(C)[nH]c(C(=O)OCC(=O)Nc2ccc(OC)c(Cl)c2)c1C	5.0	-0.2	/	-2.6	3.1	-0.8	1.6	1619	1	4.0	0.4
CS(=O)(=O)Nc1nnc(SCC(=O)Nc2cccc([N+](=O)[O-])c2)s1	3.5	-0.321	-8.4	5.1	1.4	0.2	-5.4	1535	0.9	1.2	-6.0
COCCN(C(=S)Nc1ccc(OC)cc1)C1CCN(C(C)C)CC1	-0.7	0.253	-13.7	28.5	5.7	-0.2	-4.3	1456	0.7	1.4	0.4
O=C(NC(NCc1ccccc1)C(Cl)(Cl)Cl)c1cccnc1 (stereo not drawn)	1.8	/	/	4.1	8.9	-5.2	-7.7	1408	1	-0.1	-1.2
COc1ccc(C)cc1NC(=O)C(Sc1nnc2ccccn12)c1ccccc1 (stereo not drawn)	5.4	-0.392	-3.1	3.0	-1.2	-1.0	6.5	1526	1	-11.7	0.3
O=C(CSc1nncs1)NCc1ccc(F)cc1	-2.1	-0.0056	-6.3	6.7	-3.3	-2.6	0.0	1537	0.9	-1.1	-15.4
O=C(O)CCn1c(=S)oc2ccccc21	3.3	/	/	2.4	2.8	1.8	-6.8	1545	1	-1.0	-1.8

In the list so far, these have a COOH group.
SMILES	PPARg SRC-3 ag	ROMK primary	S1P3 antag	bIAP inh	PPARg SRC2 recr	Redox H2O2 prof	PPARg SRC-1 ag	SRC2 TRFRET art	bIAP act	TLR4-MyD88 BLA	L major viab
O=C(NCc1cccs1)N[C@@H](Cc1ccccc1)C(=O)O	3.0	/	-18.3	14.1	7.1	-2.8	5.9	1501	0.9	-5.1	-0.8
Cc1ccc(S(=O)(=O)NC(Cc2c[nH]c3ccccc23)C(=O)O)cc1 (stereo not drawn)	10.2	/	/	/	5.5	1.7	6.9	1673	/	-6.4	-6.0
O=C(O)CCn1c(=S)oc2ccccc21	3.3	/	/	2.4	2.8	1.8	-6.8	1545	1	-1.0	-1.8

Screening data (PubChem BioAssay)
